12-LOX inh: ALOX12 (human) lipoxygenase inhibition; actives 1.1% (n = 580,000); P18054; purified 12hLO, xylenol orange hydroperoxide absorbance; AID 1671190; Potency, µM (series often up to 108 µM), inactives show at the highest dose activity change, negative = inhibition, hits mostly inhibitors; active = well fitted inhibition curve with a large enough effect; inconclusive = small, poorly fitted or top-dose-only effect, or another doubt; inactive = no such curve, though single readings can be large or run the other way
Target sequence (P18054 whole entry, looked up): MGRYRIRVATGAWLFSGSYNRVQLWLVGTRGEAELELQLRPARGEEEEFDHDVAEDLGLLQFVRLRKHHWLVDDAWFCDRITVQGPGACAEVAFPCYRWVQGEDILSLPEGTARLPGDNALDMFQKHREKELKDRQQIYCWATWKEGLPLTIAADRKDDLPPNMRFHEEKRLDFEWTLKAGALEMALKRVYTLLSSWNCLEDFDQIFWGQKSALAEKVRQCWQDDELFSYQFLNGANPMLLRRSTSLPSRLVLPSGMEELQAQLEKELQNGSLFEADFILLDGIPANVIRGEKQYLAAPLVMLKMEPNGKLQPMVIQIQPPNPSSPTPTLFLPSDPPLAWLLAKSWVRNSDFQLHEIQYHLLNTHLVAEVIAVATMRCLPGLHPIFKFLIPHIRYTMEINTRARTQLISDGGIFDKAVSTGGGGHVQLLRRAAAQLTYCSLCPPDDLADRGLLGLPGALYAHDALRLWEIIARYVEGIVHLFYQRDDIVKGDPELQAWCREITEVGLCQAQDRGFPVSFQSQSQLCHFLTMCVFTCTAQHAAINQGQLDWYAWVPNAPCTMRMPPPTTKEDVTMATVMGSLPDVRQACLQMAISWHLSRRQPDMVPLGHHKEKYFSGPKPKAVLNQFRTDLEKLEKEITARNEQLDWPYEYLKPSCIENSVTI
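Hydroperoxide product was detected by ferrous iron/xylenol orange as the 573 to 405 nm absorbance ratio. Arachidonic acid at 40 uM (final) was turned over for 30 min at room temperature by 150 nM human 12hLO, pH 7.0 Hepes buffer, after 15 min compound preincubation.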
Active calls of the source: *; ? = inconclusive; [ ] = remark or other dose. % is set by controls: 0 for no effect and ±100 for the full control effect; potency is the fitted concentration of half-maximal effect. These rows are one share of the data; count on the stated rates, not on these rows.

Structure	12-LOX inh
O=C(CCCc1ccc(F)cc1)N[C@@H]1CCOC[C@H]1Oc1ccccn1	48%[activator]
Cn1c(=O)[nH]c(=O)c2c1nc(N1CCC(C(N)=O)CC1)n2Cc1ccccc1Cl	-22%
Cc1ccccc1S(=O)(=O)N1C(c2ccc(Cl)c(Cl)c2)CC=C(C(=O)O)C1c1cccc(Br)c1 (configuration not stated)	50µM*
CCC(C)NC(=O)C(NC(=O)c1cccs1)C1CCN(C(=O)c2cccs2)CC1 (configuration not stated)	31%
COCCN1C(=O)c2ccccc2NC1c1csc(-c2ccc(Cl)cc2)n1 (configuration not stated)	?
Cc1noc(-c2cccs2)c1C(=O)NCCCCc1ccccc1	23%
CC(C)(C)N1C(=O)c2ccccc2NC(=O)C1C(=O)NCCOc1ccccc1 (configuration not stated)	2%
COC[C@@H]1CN(C(=O)c2ccc(OC)nc2)C[C@H]1c1ccccn1	18%
CCN1CCN(c2cc(-c3ccc(F)cc3)c3c(n2)CCCCCC3)CC1	-9%[12.5 µM]
CC(=O)NC(NC(C)=O)c1cccnc1	12%
CC(=O)N1CCC(c2nc(-c3nnn4c3COC(c3ccc(C)cc3)C4)no2)CC1 (configuration not stated)	10%
O=C([C@@H]1C[C@@H](c2ccc(F)cc2)N(Cc2ccccc2)C1)N1CCN(c2ccccn2)CC1	-18%
FC(F)Oc1ccc(-c2ccnc(=S)[nH]2)cc1	?
O=C(COC(=O)c1ccccc1OCc1ccccc1Cl)c1ccc(C2CCCCC2)cc1	-27%
Cc1c(S(=O)(=O)N2CCCC2c2cccc(F)c2)cnn1C(F)F (configuration not stated)	4%
Fc1ccc(CNC(=S)N2CCc3ccccc32)cc1	-9%
COc1ccc(-c2nc(C3CC3)nc3c2CCN(Cc2ccc(NC(C)=O)cc2)CC3)cc1	1%[6.33 µM]
CN(C1CCc2nn(C)c(=O)n2CC1)S(=O)(=O)c1ccc2c(c1)CCC2 (configuration not stated)	12%
COc1ccc(C(=O)/C(C#N)=C\c2ccc(OC(F)F)c(OC)c2)cc1	?
Cc1ccc2nc(C)c(C(=O)NCc3cccnc3-n3cncn3)cc2c1	-56%
COc1ccc(CNC(=O)c2cc3n(n2)CC(c2ccc(Cl)cc2)OC3)cc1 (configuration not stated)	-4%
O[C@@H]1C[C@@H](c2nc(-c3ccc4c(c3)OCO4)no2)N(Cc2ccccn2)C1	9%[176 µM]
Cc1nc2nc(C(F)(F)F)[nH]n2c(=O)c1Cc1ccc(Br)cc1	-52%
Cc1ccc(OCc2ccc(C(N)=O)cc2)cc1	-15%
O=C(C[C@H]1NC(=O)c2ccccc2NC1=O)Nc1n[nH]c(CCC2CCCC2)n1	31%

Structure	12-LOX inh
CCCCC(C)(C)[C@H](O)C=C[C@H]1[C@H](O)CC(=O)[C@H]1CC=CCCCC(=O)O	0%[57.4 µM]
Cc1cc(C(=O)OCC(=O)Nc2c(C)cccc2C)c2ccccc2n1	-19%
COc1cc2c(cc1Cc1cccc(Cl)c1F)c(=O)c(C(=O)O)cn2[C@H](CO)C(C)C	?
CCc1noc(C(C)N2CCC(c3ccnn3CCO)CC2)n1 (configuration not stated)	?
COC(=O)C(c1ccccc1)(c1cn(Cc2ccccc2)c2ccccc12)C(Nc1ccccc1)c1ccccc1 (configuration not stated)	0%
CS(=O)(=O)N1C[C@H]2CCN(Cc3ccc(F)cc3Cl)C[C@H]21	-26%
CC#CCn1cc2c3c(cccc31)[C@H](CC(C)C)N[C@H](C(=O)NC1CC1)C2	6%[176 µM]
CCCCCCn1nc(C(=O)OCC(=O)c2cc(C)n(C)c2C)c2ccccc2c1=O	-1%
CCn1cnnc1CC1CCN(C(=O)NC)C1 (configuration not stated)	22%
Cc1ccc(CNC(=O)N2CCC(Oc3ccc(-c4noc(C)n4)cc3)C2)cc1 (configuration not stated)	0%
CNC(=S)NNC(=O)C(=O)NNC(=S)NC	-1%
COc1ccc(-n2c(=O)c(CCc3ccccc3)nc3cnc(N4CCOCC4)nc32)cc1	?
COc1ccccc1CCC(=O)NC1CCc2nnc(C)n2CC1 (configuration not stated)	53%[activator]
COc1ccc(C(=O)COc2cccc(C#N)c2)cc1OC	0%
O=C(Nc1ccccc1)N1CCCC(c2nc(CCOc3ccc(F)cc3)no2)C1 (configuration not stated)	53%
Cc1ccc(NC(=O)N2CCC(Oc3ncccc3C(=O)N3CCCCC3)C2)c(C)c1 (configuration not stated)	47%[activator]
CCc1csc(CNC(=O)c2ccc(N(C)Cc3nonc3C)nc2)n1	-6%
CCCCC(CC)C(=O)NC12CC3CC(CC(C3)C1)C2 (configuration not stated)	28%
COC(=O)c1ccc2c(c1)CCN2	-63%
O=C(NCC1CCN(c2cc(-c3ccc(F)cc3)[nH]n2)CC1)c1c[nH]c2ccccc12	-12%
O=C(N[C@H](C(=O)N1CCC[C@H]1C(=O)NCCc1ccccc1Cl)c1ccccc1)c1cccs1	-13%
Cc1nc(C)c(C(=O)N2CCC(c3noc(-c4ccccn4)n3)C2)s1 (configuration not stated)	37%
Cc1c(Cl)c(CSc2nccn2C)nc2ccccc12	-5%
CCCCCn1nc(C(=O)Nc2nc(C)c(C(C)=O)s2)c2ccccc2c1=O	?
CCOc1ccccc1NC(=O)CN1C(=O)C(c2ccccc2)=NC12CCCCCC2	-14%

Structure	12-LOX inh
CC(C)c1nnc(C2CN(C(=O)c3ccc4ccccc4n3)CC23CCOCC3)o1 (configuration not stated)	67%[activator]
COCC1CN(C)CC12CCN(S(=O)(=O)c1ccc(C#N)cc1)CC2 (configuration not stated)	12%
O=C(NC1CC1)c1cccn2nccc12	75%[activator][176 µM]
CCCC1Cc2c(sc3nc(SCC(=O)c4ccccc4)nc(N)c23)CO1 (configuration not stated)	?
CN(C)c1cccc(C(=O)Nc2cccc(-c3nnc4n3CCCC4)c2)c1	50%[activator]
Cc1sc2ncnc(N3CCCCC3)c2c1-c1ccc(Cl)cc1	-19%
Cc1ccc(/C=N/NC(=O)CC#N)cc1	75%[activator]
CCSc1oc(-c2ccccc2)nc1S(=O)(=O)c1ccc(C)cc1	?
COC[C@@H]1CN(C(=O)c2ccc(=O)[nH]c2)C[C@H]1c1ccncc1	30%[activator]
CC(C)c1noc(C2CCCN(C(=O)Nc3ccccc3)CCC(=O)NCC2)n1 (configuration not stated)	-2%
CCN(Cc1nc(C)no1)C(=O)CC1COCCN1C(=O)c1ccco1 (configuration not stated)	-12%
CCOC(=O)N1CCN(c2ncc3c(n2)CC(/C=C/c2ccccc2)CC3=O)CC1 (configuration not stated)	14%
Cc1ccc(SCc2ccc(C(=O)Nc3ccc(C)cc3C)cc2)cc1	-29%
COc1ccc(-c2cc(N3CCC(NC(=O)Cc4cccc(OC)c4)CC3)n[nH]2)cc1	40%[activator]
COc1cc(Cl)ccc1-c1cccc(COc2cnc3c(ccn3CC(=O)O)c2)c1	63µM*
CN1[C@@H](CCC(=O)N2CCN(c3ccccn3)CC2)CNC(=O)[C@@H]2[C@H]1CCN2Cc1ccc(O)cc1	33%
Cc1ccc(S(=O)(=O)NCC(c2cccs2)N(C)C)s1 (configuration not stated)	-13%
C#CCN(C)C(=O)c1c(-c2ccc(F)cc2)noc1[C@H](C)O	2%[176 µM]
COc1cc(-c2c(NC(=O)c3ccccc3)oc3ccc(Cl)cc3c2=O)cc(OC)c1OC	1%
Cc1ccccc1-c1cncnc1NC1CCNCC1	10%
CCOc1ccccc1NC(=O)N1CCCC(c2noc(COc3ccccc3)n2)C1 (configuration not stated)	32%
CCc1cc(=O)n(CC(=O)Nc2cccc(C#N)c2)c(N2CCOCC2)n1	6%
CCCCCCCCN1CCS(=O)(=O)N(Cc2ccc(C)cc2)C(C(=O)OC)C1 (configuration not stated)	-5%
CN(Cc1cccc(F)c1)Cc1ccccc1C(F)(F)F	91%[activator][176 µM]
COC(=O)c1c(-c2ccc(F)cc2)csc1NC(=O)CN1CCN(c2ccccc2)CC1	2%

Ordered by value in 12-LOX inh (descending): 7 from the list above
Structure	12-LOX inh
CCOC(=O)N1CCN(c2ncc3c(n2)CC(/C=C/c2ccccc2)CC3=O)CC1 (configuration not stated)	14%
Cc1ccccc1-c1cncnc1NC1CCNCC1	10%
COc1cc(-c2c(NC(=O)c3ccccc3)oc3ccc(Cl)cc3c2=O)cc(OC)c1OC	1%
CNC(=S)NNC(=O)C(=O)NNC(=S)NC	-1%
CCN(Cc1nc(C)no1)C(=O)CC1COCCN1C(=O)c1ccco1 (configuration not stated)	-12%
Cc1ccc(OCc2ccc(C(N)=O)cc2)cc1	-15%
Cc1sc2ncnc(N3CCCCC3)c2c1-c1ccc(Cl)cc1	-19%

The list continues.
Structure	12-LOX inh
Cc1ccc(C(=O)N2CC(C(=O)NC3CCCCC3)C3(CCOCC3)C2)cc1 (configuration not stated)	59%[activator]
O=C(NCc1ccc(-n2cccn2)cc1)c1cc(Br)ccc1Cl	-30%
CCCNc1c(NC(=O)c2ccc(Br)o2)c(=O)oc2ccccc12	28%
O=C(O)C1C(c2ccccc2)C(C(=O)Oc2cccc3ccccc23)C1c1ccccc1 (configuration not stated)	?
O=C1[C@H]2CN(Cc3ccc(Cl)cc3)C[C@H]2C(=O)N1CCc1ccccc1	-3%
CC(C)NC(=O)C1CCN(C(=O)c2cc(-c3ccccc3)nc3ccccc23)CC1	-2%
CNCc1ccc(OC(F)(F)F)cc1	-7%[12.5 µM]
Cn1c(=O)c2c(nc(NCc3ccc(S(N)(=O)=O)cc3)n2Cc2ccc(F)cc2)n(C)c1=O	4%
O=C1NCc2ccccc2CC12CCCN(Cc1ccsc1)C2 (configuration not stated)	7%[6.33 µM]
Cc1c(Cl)cccc1NC(=O)Cn1c(C)cc2nc3n(c(=O)c21)CCCC3	5%
CCC(C)NC(=O)CN1C(=O)N(c2ccc(C(C)C)cc2)S(=O)(=O)c2ccccc21 (configuration not stated)	-2%
O=C(CCCc1ccccc1)N1CCC(Cc2nc(-c3ccncc3)n[nH]2)CC1	54%[activator]
COCc1nc(C2CC(N)C2)cc(N2CC(c3nccs3)C2)n1 (configuration not stated)	-8%
Cc1noc(-c2nc(-c3ccc4c(c3)OCO4)no2)n1	3%
Cc1ccc(CN(C)C(=O)NCc2ccc(S(=O)(=O)N3CCCCC3)cc2)cc1	-8%
CC(C)CC1=NC2(CCN(C(=O)c3ccoc3)CC2)C(=O)N1	-14%
CN1N=C(N)c2cn([C@@H]3O[C@H](COP(=O)(O)O)[C@@H](O)[C@@H]3O)c3ncnc1c23	-33%[57.4 µM]
COC(=O)/C=C(C(=O)OC)/C(=C\C(=O)OC)C(=O)OC	-4%
O=C(c1cc(-c2ccco2)[nH]n1)N1CCN(c2ccccc2)CC1	5%
CS(=O)(=O)c1ccc(OCCCN2CCC(C(O)(c3ccccc3)c3ccccc3)CC2)cc1	1%
Cc1oc2cc(OCC(=O)N3CCCCC3)ccc2c(=O)c1-c1ccc(Cl)cc1	?
COc1cccc(/C=C(/C(=O)c2ccccc2)c2nc3ccccc3s2)c1	-32%
CCCc1noc(-c2cn(C3CCN(C(=O)c4ccco4)CC3)nn2)n1	0%
COc1cccc(CN2Cc3cc(NC(=O)Cc4cccs4)ccc3OC(C)C2=O)c1OC (configuration not stated)	-4%
COc1ccc(-c2coc3cc(OCC(=O)NCc4ccccc4Cl)ccc3c2=O)cc1OC	?

Structure	12-LOX inh
CCC(C)(C)C1CCc2c(sc(NC(=O)C3CC3c3ccccc3)c2C#N)C1 (configuration not stated)	-30%
COc1ccc(C(=O)/C(=C/c2ccccn2)c2nc3ccccc3o2)cc1	1%
Fc1cccc(Cl)c1CNc1ccc(Cl)cc1	?
CCN1CCCC(CN2CCC(Oc3ccccc3OC)(C(=O)O)CC2)C1 (configuration not stated)	69%[activator]
CC1=NS(=O)(=O)N(Cc2ccccc2)C=C1C(=O)OCc1nc(-c2ccccc2Cl)no1	0%
COC(=O)C(NC(=O)c1ccccc1OC)(Nc1nc(C2CC2)cs1)C(F)(F)F (configuration not stated)	?
COC(=O)[C@@H](C)NC(=O)[C@H]1CN(C(=O)c2cccnc2)CCN1C(=O)NC(C)C	-19%[176 µM]
CC1=C[C@@H]2[C@@H]([C@@H](O)C[C@@]3(C)[C@H]2C[C@@H](C)[C@]3(O)C(=O)CO)[C@@]2(C)Cc3cnn(-c4ccccc4)c3C=C12	-9%[57.4 µM]
CC(NC(=O)OCc1ccccc1)C(=O)NCC1CC1 (configuration not stated)	6%
O=C(NC1CCCC1)N1CCCCC12Cc1ccccc1NC2=O (configuration not stated)	18%[176 µM]
CN(C)[C@H]1CC[C@@]23CCCN2C(=O)CCC[C@H]3[C@H]1Cc1ccccc1	8%
Cc1ccc(NC(=O)C2=C(c3ccccc3)NC(=S)NC2c2ccc(C(C)(C)C)cc2)cc1 (configuration not stated)	14µM*
Cc1cc(-c2ccco2)n[nH]1	?
